Screens (PubChem)
PLK1 PBD block: blocks phosphopeptide binding to human PLK1 polo-box domain; P53350; Plk1 PBD binding of FITC phosphopeptide, fluorescence polarization; Potency, µM, without a hit: max response, negative = inhibition, hits mostly inhibitors; 2.8% of 360,000 active; also: potency is read from the fitted curve at half-maximal effect; series mostly up to about 57 µM; % is scaled to controls: 0 for no effect and ±100 for the full control effect; nearly all actives have a fitted effect of over 65% in size
WRN inhibitor: WRN helicase (human) inhibition; Q14191; WRN helicase unwinding, fluorescent forked duplex, kinetic; Potency, µM (highest dose often 114 µM), inactives show at the highest dose activity change, negative = inhibition, hits mostly inhibitors; 0.46% of 360,000 active; also: potency is read from the fitted curve at half-maximal effect; % is scaled to controls: 0 for no effect and ±100 for the full control effect; nearly all actives have a fitted effect of over 55% in size
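Fluorescence dequenching readout, ex 525 nm/em 598 nm, kinetic mode: forked duplex DNA (100 nM final) with adjacent fluorophore and quencher unwound by WRN (20 nM final) with 2 mM ATP. Compound preincubation 15 min, room temperature.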
FUS suppressor: rescues growth of FUS-expressing yeast; S. cerevisiae FUS-expressing, growth rescue, OD600, 24 h; Potency, µM (highest dose often 76.6 µM), for inactives: at the top dose growth rescue (activation), hits mostly activators; 0.24% of 390,000 active; AID 1347120;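 also: potency is read from the fitted curve at half-maximal effect; plate controls were DMSO vehicle for no effect and reference control for full effect; nearly all actives have a fitted effect of over 55% in size; some results filed as inactive show a strong effect at the top dose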
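Restored growth of FUS-toxic S. cerevisiae, read as 600 nm absorbance after 24 h at 30C in galactose medium (starting OD 0.005). Controls CP55940 and DMSO.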
EPAC1 ag: agonists of human EPAC1. Potency, µM (series often up to 154 µM), inactives show top-dose activation, actives largely listed as activators. EPAC1 agonist qHTS, biochemical assay; response scale: 100% = response to 6.5 mM cAMP. 0.073% of 360,000 active; also: potency is read from the fitted curve at half-maximal effect; nearly all actives have a fitted effect of over 60% in size
Target sequence (O95398 whole entry, looked up): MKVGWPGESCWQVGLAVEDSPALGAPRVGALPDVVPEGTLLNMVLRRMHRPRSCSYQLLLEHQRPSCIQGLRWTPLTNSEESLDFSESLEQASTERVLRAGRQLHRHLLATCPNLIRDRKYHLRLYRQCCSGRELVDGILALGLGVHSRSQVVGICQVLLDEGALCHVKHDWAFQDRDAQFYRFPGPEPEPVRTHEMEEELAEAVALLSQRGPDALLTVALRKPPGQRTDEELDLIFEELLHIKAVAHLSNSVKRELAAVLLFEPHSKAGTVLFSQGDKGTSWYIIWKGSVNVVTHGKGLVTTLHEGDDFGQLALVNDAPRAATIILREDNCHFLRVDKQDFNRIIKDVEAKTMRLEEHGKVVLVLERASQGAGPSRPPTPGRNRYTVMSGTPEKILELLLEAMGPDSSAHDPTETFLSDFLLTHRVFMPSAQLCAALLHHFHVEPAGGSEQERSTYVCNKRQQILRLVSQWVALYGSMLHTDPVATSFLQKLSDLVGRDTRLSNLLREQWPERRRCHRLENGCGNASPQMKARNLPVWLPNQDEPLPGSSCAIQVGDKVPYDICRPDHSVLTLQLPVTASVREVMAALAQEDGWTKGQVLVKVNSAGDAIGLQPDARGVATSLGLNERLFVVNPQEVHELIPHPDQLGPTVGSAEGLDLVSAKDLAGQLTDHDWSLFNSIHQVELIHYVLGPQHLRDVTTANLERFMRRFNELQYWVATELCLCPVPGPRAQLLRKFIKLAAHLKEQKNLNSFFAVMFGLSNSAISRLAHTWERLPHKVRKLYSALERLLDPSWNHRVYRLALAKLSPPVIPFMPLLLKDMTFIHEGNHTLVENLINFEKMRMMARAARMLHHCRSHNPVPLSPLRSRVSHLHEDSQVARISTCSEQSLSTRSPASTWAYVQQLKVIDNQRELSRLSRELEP
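Read-out is the fluorescence drop as BODIPY-GDP leaves Rap1B (480 nm excitation, 540 nm emission), recorded every 5 minutes over 30 minutes. Reactions held 100 nM EPAC1, 250 nM Rap1B–BODIPY-GDP and 50 uM GDP, with 6.5 mM cAMP setting full activation.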
IL2 activator: IL-2 activation. 0.065% of 360,000 active. IL-2 activation reporter assay, cell-based qHTS; stimulated with anti-CD3/CD4/CD28 beads; in transgenic mouse T cells. AID 652025. activation, % (series mostly up to about 46 µM); in the data active = activation above about 50%; inconclusive = mostly about 30% to 49%; also: 0% is about no effect
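Unstimulated transgenic mouse T cells, 750 per well, received compound and, after 60 minutes, anti-CD3/anti-CD4 bead plus anti-CD28 stimulation. EGFP and DsRed were quantified after 18 hours.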
EPAC1 antag: antagonists of human EPAC1; O95398; EPAC1 GEF assay, Rap1b-BODIPY-GDP exchange fluorescence; Potency, µM (doses to about 115 µM), without a hit: top-dose activity change, negative = inhibition, usual class: inhibitors; 0.14% of 360,000 active;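 also: potency is read from the fitted curve at half-maximal effect; plate controls were vehicle for no effect and positive control for full effect; nearly all actives have a fitted effect of over 50% in size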
PI5P4Ka inh: blocks human PI5P4K alpha kinase activity; P48426; PI5P4Kalpha enzyme, ADP-Glo luminescence, 60 min; active compounds read low; max response, %; 1.2% of 330,000 active; active = max response of -50% or lower; inconclusive = between -30% and -50%; inactive = -30% or higher; also: value at the top dose of about 77 µM; % is scaled to controls: 0 for no effect and ±100 for the full control effect
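ADP-Glo luminescence end-point read after a 60 min room-temperature kinase reaction of PI5P4Kalpha plus substrate, initiated with ATP at 5 microM final. Buffer: 0.038 M HEPES pH 7.4, EGTA, 0.1% CHAPS, 5% DMSO.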
Abeta rescue: compounds reversing amyloid beta toxicity in yeast. yeast expressing A-beta42, growth rescue, OD600, 48 h; response scale: 0% DMSO, 100% iron-clioquinol control. Potency, µM (top dose mostly 46.1 µM), inactives show at the highest dose growth rescue, actives largely listed as activators. 0.063% of 410,000 active. AID 1347071; also: potency is read from the fitted curve at half-maximal effect; nearly all actives have a fitted effect of over 55% in size
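Yeast A-beta toxicity model in growth medium with pinned compounds, 48 h at 30 C; growth read as absorbance at 600 nm. Normalized to FeCl3/clioquinol equimolar mix (positive) and DMSO (negative).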
* marks the source's active call; other numbers are inactive results; ? = inconclusive; . = not tested or not shown; [ ] = dose if it differs, or a comment. Unless noted, calls follow the shape of the dose curve; as a rule, active = well fitted curve in the direction sought with a large enough effect; inconclusive = small, poorly fitted or top-dose-only effect, or another doubt; inactive = no such curve, though single readings can be large; an effect the other way counts as inactive or inconclusive.

Under each structure – PLK1 PBD block	WRN inhibitor	FUS suppressor	EPAC1 ag	IL2 activator	EPAC1 antag	PI5P4Ka inh	Abeta rescue
COc1ccc(/C(N)=N/OC(=O)Cc2cccs2)cc1
 : -11%	-8%	7%	14%	-4.4	-9%	19	-15%
Cc1cc(Oc2ccc(C#N)cc2)nc(N2CCOCC2)n1
 : -2%	-31%	.	3%	-3.0	4%	-8	-6%
CCc1nc(SCC(=O)Nc2nnc(CC)s2)c2c(=O)n(C)c(=O)n(C)c2n1
 : 0%	-1%	-8%	-9%	-3.2	16%	-1	3%
Cc1ccc(CN2CCN(Cc3cn[nH]c3-c3cccc(F)c3)CC2CCO)o1 (stereo unspecified)
 : -5%	1%	25%	-1%	-0.1	-10%	1	-7%
CCn1c(CC(=O)Nc2ccc(C)cc2)nnc1SCC(=O)NCc1ccccc1
 : -4%	4%	18%	-7%	-3.1	15%	-1	6%
O=C(O)C1CCCN(S(=O)(=O)c2ccc(Br)cc2)C1 (stereo unspecified)
 : -4%	-9%	34%	-5%	0.8	15%	.	-10%
COc1cc2c(C)nc3c(cnn3-c3ccccc3)c2cc1OC
 : -29%	-6%	?	18%	-3.2	-1%	33	-1%
COCCNC(=O)COc1ncnc2ccc(Br)cc12
 : 0%	4%	1%	0%	-0.5	14%	0	-1%
O=C1COc2ccc(C(=O)COC(=O)c3nc(Cl)ccc3Cl)cc2N1
 : -17%	2%	22%	-1%	-3.3	-17%	-15	22%
CCNC(=O)C1CCCN(C(=O)c2ccc(OC)cc2)CC1 (stereo unspecified)
 : -10%	-6%	-18%	1%	-0.3	-10%	1	-10%
COc1nc(/C(N)=N/O)nc(N2CCCCC2)n1
 : -13%	0%	10%	-3%	0.9	13%	-1	1%
COc1ccc(C(C(=O)NC2CCCC2)N(Cc2ccc(C)cc2)C(=O)c2ccn[nH]2)cc1OC (stereo unspecified)
 : -7%	0%	22%	-6%	-0.9	3%	.	16%
Cc1ccc(NC(=O)C2CC(=O)N(c3ccc4c(c3)OCCO4)C2)nc1 (stereo unspecified)
 : -7%	-11%	18%	6%	0.7	-10%	2	1%
CN1CCN(c2ccc(CNC(=O)C3(C)Cc4c(-c5ccc(C(N)=O)cc5)ccnc4O3)cc2)CC1 (stereo unspecified)
 : -16%	-5%	-1%	-10%	0.0	-25%	-6	-12%
O=C(CCN1CCN(c2ccc(F)cc2)CC1)Nc1ccccc1F
 : -9%	3%	-18%	8%	-0.8	-12%	1	15%

Part of the list above in order of length of the SMILES, low to high.
Under each structure – PLK1 PBD block	WRN inhibitor	FUS suppressor	EPAC1 ag	IL2 activator	EPAC1 antag	PI5P4Ka inh	Abeta rescue
COCCNC(=O)COc1ncnc2ccc(Br)cc12
 : 0%	4%	1%	0%	-0.5	14%	0	-1%
COc1ccc(/C(N)=N/OC(=O)Cc2cccs2)cc1
 : -11%	-8%	7%	14%	-4.4	-9%	19	-15%
Cc1ccc(CN2CCN(Cc3cn[nH]c3-c3cccc(F)c3)CC2CCO)o1 (stereo unspecified)
 : -5%	1%	25%	-1%	-0.1	-10%	1	-7%

Next section:
Under each structure – PLK1 PBD block	WRN inhibitor	FUS suppressor	EPAC1 ag	IL2 activator	EPAC1 antag	PI5P4Ka inh	Abeta rescue
CCOCc1nnc(NC(=O)c2cc(OC)c(OC)cc2[N+](=O)[O-])s1
 : -6%	-17%	8%	-1%	-0.9	-22%	4	-6%
COc1ccc(NC(=O)c2cc(C3CCCCN3C(=O)CCc3ccccc3)on2)c(C)c1 (stereo unspecified)
 : 5%	3%	23%	0%	-0.4	0%	0	7%
NC(=O)CSc1nc2scc(-c3ccco3)c2c(=O)n1-c1ccccc1
 : -21%	?	22µM*	-4%	-1.6	?	-70*	6%
O=C(NCc1nnc(SCc2ccccc2)n1-c1ccccc1)C12CC3CC(CC(C3)C1)C2
 : -2%	-8%	26%	1%	-2.9	-1%	0	12%
O=C(O)COc1ccc(C=C2SC(=S)N(c3ccccc3)C2=O)cc1
 : -10%	-6%	13%	-2%	-0.4	-11%	-19	1%
COc1ccc(CNC(=O)CCS(=O)(=O)Cc2ccc(C)cc2)c(OC)c1
 : 4%	-6%	14%	3%	0.9	-8%	2	8%
Cc1cccc(C2c3[nH]c4ccccc4c3CCN2Cc2cnn(-c3ccc(F)cc3)c2)n1 (stereo unspecified)
 : 2%	-12%[57.1 µM]	14%	5%	-5.8	9%	8	3%
CC(C)CCC(C(=O)O)C(C)CC(=O)NC1CCCCC1 (stereo unspecified)
 : -8%	-2%	8%	6%	0.4	5%	.	3%
O=C(CN1C(=O)CSC1=O)N1CCc2ccccc2C1
 : -3%	3%	-5%	3%	-0.8	2%	0	-2%
Cc1ccc(S(=O)(=O)N2CCC[C@H]2C(=O)Nc2ccccc2C)cc1
 : -2%	5%	2%	-2%	0.1	-8%	1	4%
CNC(=S)Nc1ccc(-c2nc3ccc(C)cc3s2)cc1
 : ?	-15%	?	9%	-0.8	-1%	-3	1%
CCN1C(=O)S/C(=C/c2c(OCc3ccc(C(=O)O)cc3)ccc3ccccc23)C1=O
 : 38µM*	-17%	44%	3%	1.0	6%	6	-83%[inhibitor]
O=C(CSc1nnc(C2CC2)n1Cc1ccccc1)N1CCN(S(=O)(=O)c2ccccc2)CC1
 : -6%	1%	24%	0%	1.2	-13%	4	11%
Cc1cnc(CNC(=O)c2ccc3sc([C@H]4C[C@H](O)[C@@H](CO)O4)nc3c2)cn1
 : -4%	-8%	-12%	-19%	-0.1	-14%	1	-22%
C[C@]1(C(=O)NCc2cc(F)cc(C(F)(F)F)c2)C=C[C@@H](Cc2ccccc2)N1C(=O)c1ccccc1
 : -19%	-9%	29%	-34%[inhibitor]	-0.5	-24%	1	-9%
COc1ccccc1C1(CCNC(C)c2cccs2)CCOC(C(C)C)C1 (stereo unspecified)
 : -5%	4%	23%	-3%	-3.9	15%	-5	-13%
CCOC(=O)c1c(NC(=O)CSc2nnc(CNc3ccc(F)cc3)o2)sc(C)c1C
 : -1%	-24%	44%	7%	-2.5	-4%	8	21%
Cc1cc(C)c(NC(=O)C2CC(=O)N(Cc3ccccc3)C2)c(C)c1 (stereo unspecified)
 : -15%	2%	13%	2%	3.9	9%	-4	-9%
Cc1cccc(NC(=S)NCC(c2ccccc2)N(C)C)c1 (stereo unspecified)
 : 3%	-4%	-26%	5%	0.4	-4%	-7	-1%
COC(=O)c1ccc(CNC(=O)C2CCC(=O)N(CCN3CCOCC3)C2)cc1 (stereo unspecified)
 : 3%	-34%	.	1%	-3.5	5%	-6	-15%
COc1cccc(CNC(=O)c2ccc(NC(=O)CC3SC(N4CCCC4)=NC3=O)cc2)c1 (stereo unspecified)
 : -1%	-28%	.	-3%	-4.2	2%	-10	0%
O=C(Nc1ccccc1-c1ccccc1)c1ccccc1[N+](=O)[O-]
 : -4%	-5%	-12%	14%	0.6	-26%	2	-2%
Cc1ccc(CNC(=O)C2CCCN2C(=O)Nc2ccc(F)cc2)cc1 (stereo unspecified)
 : 6%	14%	19%	9%	2.9	-7%	-6	-7%
CC(C)(C)n1ncc(Oc2ccccc2[N+](=O)[O-])c(Cl)c1=O
 : -8%	6%	.	4%	0.6	0%	-5	-10%
CCn1cc(C2=NCC(C)O2)c2ccccc21 (stereo unspecified)
 : -5%	-2%	7%	8%	1.9	-9%	.	7%
C=C1CC[C@@H]2[C@](C)(CCC[C@@]2(C)/C=C/[C@@H](O)C(C)(C)O)[C@H]1CC(=O)NCCS(=O)(=O)O
 : 5%	-11%	24%	5%	-0.4	-4%	6	0%
OCc1ccccc1NC(=S)Nc1cccnc1
 : -18%	-9%	30%	-1%	1.2	1%	.	4%
O=C(N=c1ccn(-c2nc3ccccc3nc2NS(=O)(=O)c2ccccc2)cc1)c1cccs1
 : -3%	-16%	17%	?	?	12%	-1	-5%
O=C(COC(=O)CNC(=O)c1ccccc1F)NC1CC1
 : -5%	-3%	17%	21%	-1.4	-4%	8	-9%
NS(=O)(=O)c1ccc(CCNC(=O)CSCc2ccccc2)cc1
 : -2%	-3%	6%	4%	-0.8	?	1	10%
COC(=O)c1cnn(-c2ccccc2)c1/C=N/NC(=S)Nc1ccccc1
 : -7%	0%	-10%	11%	-0.7	-23%	3	29%
COCCn1cc(C(=O)c2ccccc2OCC(=O)Nc2cc(C)on2)cc(C#N)c1=O
 : 0%	0%	-5%	-7%	-0.8	9%	6	17%
COc1ccc(Cl)cc1C(=O)NN=C1CCCC1
 : -1%	3%	10%	2%	-1.7	-8%	0	5%
O=C(CN1C(=O)NC(Cc2c[nH]c3ccccc23)C1=O)Nc1ccc(F)c(F)c1F (stereo unspecified)
 : 2%	-7%	-27%	-2%	-0.4	-29%	2	-11%
O=C(CCCOc1ccccc1)N1CCN(S(=O)(=O)c2cccc(F)c2)CC1
 : -3%	-2%	2%	-2%	-1.0	-3%	-2	5%
O=C1CSC(=S)N1c1cccc(F)c1
 : -11%	-8%	-14%	14%	0.6	13%	-1	4%
COc1ccc(C(=O)N(Cc2ccccc2)c2cccc(C)c2)cc1S(=O)(=O)N1CCOCC1
 : 1%	-7%	14%	3%	-3.6	8%	0	33%
CC(CC(=O)NCc1ccc(Cl)cc1)S(=O)(=O)c1ccc2c(c1)NC(=O)CO2 (stereo unspecified)
 : -1%	0%	-7%	16%	1.1	-4%	7	-10%
COc1ccc([N+](=O)[O-])cc1NC(=O)c1ccc(-n2nc(C)cc2C)cc1
 : -9%	-1%	2%	7%	-0.1	-26%	2	3%
O=C(OCc1ccccc1)C1CCN(S(=O)(=O)c2cccs2)CC1
 : 3%	-3%	-7%	11%	-1.2	-12%	3	-22%
COc1ccc2c(c1)N(C)C(=O)CC(c1ccccc1)=N2
 : -1%	-5%	0%	-5%	0.7	-3%	-4	8%
CCCN1C(=O)C2C(C(=O)Nc3cccc(OC)c3)C3C=CC2(O3)C1C(=O)NC1CCCCC1 (stereo unspecified)
 : -7%	6%	14%	8%	-0.4	1%	6	4%
COc1ccc(C(=O)OC(C)C(=O)Nc2cc(C(F)(F)F)ccc2Cl)c(OC)c1OC (stereo unspecified)
 : -13%	-27%	30%	1%	-0.2	-16%	0	-5%
O=C(NCc1cccnc1)c1ccc([N+](=O)[O-])cc1
 : -4%	-6%	3%	1%	1.1	-8%	11	-7%
CCc1ccc(NC(=O)NCC2CCN(c3ccc(OC)cc3)C2)cc1 (stereo unspecified)
 : -10%	-5%	5%	-10%	-0.4	-17%	-3	-1%
